Screening results from PubChem.
Mdm2 MdmX PPI = disrupts the human Mdm2-MdmX interaction; O15151+Q00987; inhibition, % at 8 µM; SaOS-2 split-luciferase Mdm2/MdmX complementation, luminescence; 3% of 330,000 active;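 active = inhibition of at least 50% at 8 µM in the primary screen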
CHOP UPR activ = apoptotic UPR (CHOP) activation; activation, % at 10 µM; 0.34% of 330,000 active; AID 449763; CHO-CHOP luciferase reporter, luminescence; percent of tunicamycin response over DMSO baseline;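 active = at 10 µM dose, activation of 40% or more, normalized to positive control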;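 also: 100% = tunicamycin at 10 µg/mL and 0% = DMSO alone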
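assay system = CHO CHOP reporter cells | amount = 500 CHO-CHOP cells per well | buffer or medium = F12 with 10% FBS | incubation = 16-18 h cell attachment, then 6 h compound exposure, 37 °C | detection = luminescence read with Steady-Glo | read-out = percent activation relative to tunicamycin control | controls = tunicamycin high control, DMSO low control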
APJ agonist = agonists of human APJ apelin receptor. 0.11% of 330,000 active. CHO-K1 APJ PathHunter beta-arrestin, luminescence; 0% DMSO wells, 100% apelin. activation, % at 20 µM. P35414. AID 2520;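 active = activation more than six SD over the plate average, tested at 20 µM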;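 also: 0% = DMSO alone and 100% = apelin-13 at 10 nM; some results filed as inactive read as strong as hits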
Target sequence (P35414 whole entry, looked up): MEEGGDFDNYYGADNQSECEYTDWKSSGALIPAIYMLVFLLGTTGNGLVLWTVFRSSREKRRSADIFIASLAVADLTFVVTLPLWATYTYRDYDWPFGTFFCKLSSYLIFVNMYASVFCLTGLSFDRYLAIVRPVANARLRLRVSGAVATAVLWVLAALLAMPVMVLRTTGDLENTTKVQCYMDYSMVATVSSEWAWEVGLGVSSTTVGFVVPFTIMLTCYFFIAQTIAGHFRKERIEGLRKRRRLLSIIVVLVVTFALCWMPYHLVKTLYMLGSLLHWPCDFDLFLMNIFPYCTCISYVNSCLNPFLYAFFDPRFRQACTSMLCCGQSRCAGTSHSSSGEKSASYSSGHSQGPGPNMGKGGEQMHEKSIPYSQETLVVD
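Assay system: engineered CHO-K1 APJ arrestin reporter cells; Amount: 1000 CHO-K1 reporter cells seeded per well; Dosing: one dose, 20 µM compound, 1% DMSO; Times: compound stimulation 90 min at 25 °C, detection 60 min; Measured by: luminescent beta-gal fragment complementation, chemiluminescent substrate; Read-out: APJ–arrestin association signal; Controls: DMSO vs Apelin-13 10 nM.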
UPR XBP1 act = activators of adaptive arm of unfolded protein response (XBP1); activation, % at 20 µM; AID 463104; CHO-XBP1 luciferase reporter, IRE1-XBP1 UPR activation, luminescence; percent of tunicamycin response, DMSO as zero; 0.33% of 330,000 active;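 active = versus positive control, 20 µM dose yields 30% or more activation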;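 also: 100% = tunicamycin at 10 µg/mL and 0% = DMSO only wells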
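Material: CHO cell line with stable XBP1 luciferase reporter; schedule: 16-18 h cell attachment at 37 °C, then 6 h compound exposure; signal: glow luminescence from Steady-Glo reagent; medium: serum-containing F12 medium, 10% FBS; benchmarks: tunicamycin 10 µg/mL and vehicle-only wells; read-out: percent activation relative to tunicamycin reference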
APJ antagonist = antagonists of human APJ apelin receptor; P35414; CHO-K1 APJ beta-arrestin complementation, luminescence; inhibition, % at 20 µM; 0.32% of 330,000 active; AID 2521;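 active = inhibition above about 40% at 20 µM, limit read from the data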;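 also: cells challenged with 10 nM apelin-13 agonist together with compound; plate controls were apelin-13 plus DMSO wells for no effect and DMSO wells lacking apelin-13 for full effect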
TIM10 inh = inhibits growth of TIM10 yeast strain; AID 463195; 1.4% of 330,000 active; S. cerevisiae TIM10 strain growth, BacTiter-Glo luminescence, 24 h; inhibition, % at 10 µM;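 active = inhibition of 40% or more at the single tested concentration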;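 also: wild-type TIM10 isogenic control strain grown at permissive 25 °C; 0% = DMSO yeast wells and 100% = minimal medium wells without yeast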
tim23-1 inh = growth inhibitors of tim23-1 mutant yeast | inhibition, % at 20 µM | 1.3% of 330,000 active | S. cerevisiae tim23-1 growth, BacTiter-Glo luminescence, 24 h;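 active = growth inhibition of the mutant yeast at or above 50%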;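 also: temperature-sensitive mutant grown at 25 °C; plate controls were DMSO-treated mutant yeast for no effect and medium wells lacking yeast for full effect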
CXCR6 block = blocks human CXCR6 beta-arrestin recruitment. O00574. CHO-K1 PathHunter CXCR6 beta-arrestin, luminescence. inhibition, % at 20 µM. 0.36% of 360,000 active. AID 602244; in the data active = inhibition above about 34%, passing the limit was not always enough;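 also: antagonist mode with CXCL16 agonist at 10 nM final; 0% = 10 nM CXCL16 with DMSO and 100% = unstimulated wells without agonist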
Target sequence (O00574 whole entry, looked up): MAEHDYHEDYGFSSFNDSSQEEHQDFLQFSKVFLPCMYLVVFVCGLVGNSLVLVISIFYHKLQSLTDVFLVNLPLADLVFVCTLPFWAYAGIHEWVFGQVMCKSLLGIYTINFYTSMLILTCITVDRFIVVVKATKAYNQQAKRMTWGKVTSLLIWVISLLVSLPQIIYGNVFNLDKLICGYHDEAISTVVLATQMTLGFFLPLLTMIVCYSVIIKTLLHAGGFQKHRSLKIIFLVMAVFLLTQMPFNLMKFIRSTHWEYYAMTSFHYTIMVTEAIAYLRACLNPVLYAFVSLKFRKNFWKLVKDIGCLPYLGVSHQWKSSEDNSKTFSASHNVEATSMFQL
tim10-1 inh = inhibits growth of tim10-1 mutant yeast; AID 463190; inhibition, % at 20 µM; 2.2% of 330,000 active; S. cerevisiae tim10-1 ts strain growth, BacTiter-Glo, 24 h;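 active = inhibition of at least 40%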;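 also: mutant grown at 25 °C; 0% = DMSO wells with yeast and 100% = wells holding no yeast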
* hit, by the source's call. This is a subset; the hit share may differ from the screen's.

Molecule	Mdm2 MdmX PPI	CHOP UPR activ	APJ agonist	UPR XBP1 act	APJ antagonist	TIM10 inh	tim23-1 inh	CXCR6 block	tim10-1 inh
CCOc1ccc(NC(=O)CCC(=O)NNC(=O)Nc2ccc(Cl)cc2)cc1	-18	-0.6	2	1	-14	-3	9	-2	26
Cc1cccc(NC(=O)Cn2ccn(-c3ccc4c(c3)OCCO4)c(=O)c2=O)c1	14	-0.3	1	-3	-1	-4	-1	4	13
COc1ccc2c(C)c(C)c(=O)oc2c1OC	12	1.6	-3	-2	2	-16	-7	20	1
CO/N=C(\N)c1ccc([N+](=O)[O-])cc1	8	-2.9	1	1	16	4	14	3	-1
CCCCc1nnc(NC(=O)CN2C(=O)c3ccccc3C2=O)s1	7	0.7	0	4	-1	-8	-2	-1	-8
O=C(CCCOc1ccc(Cl)cc1Cl)NCCCO	9	0.5	-7	-1	20	6	12	-1	17
CC(=O)Nc1ccc(NC(=O)COC(=O)C2CCC(C(C)(C)C)CC2)cc1 (stereo not given)	4	-2.0	2	1	-1	15	33	-4	18
CCN(CC)C(=O)C12CC3CC(CC(Cl)(C3)C1)C2	11	-2.5	-3	-2	-19	23	41	1	17
CC(=O)c1cccc(NC(=O)CN2CCc3cc4c(cc3C2C)OCCCO4)c1 (stereo not given)	24	-2.4	-2	-4	-13	2	15	-6	14
CCc1nnc(NC(=O)CN2C(=O)c3ccccc3S2(=O)=O)s1	15	-0.5	-6	-1	5	-3	-10	-5	-5
COc1ccc(-n2nnnc2CNC(=O)C2CC(=O)N(c3ccc(Cl)cc3)C2)cc1 (stereo not given)	19	2.2	0	1	14	-5	-8	4	3
COc1ccccc1C(O)(C(=O)NNc1cccc(C)c1)c1ccccc1OC	-17	0.0	-4	-1	23	26	2	12	29

Part of the list above, with two lines to a compound.
Fields – Mdm2 MdmX PPI, CHOP UPR activ, APJ agonist, UPR XBP1 act, APJ antagonist, TIM10 inh, tim23-1 inh, CXCR6 block, tim10-1 inh
- CCN(CC)C(=O)C12CC3CC(CC(Cl)(C3)C1)C2
  11, -2.5, -3, -2, -19, 23, 41, 1, 17
- COc1ccccc1C(O)(C(=O)NNc1cccc(C)c1)c1ccccc1OC
  -17, 0.0, -4, -1, 23, 26, 2, 12, 29
- COc1ccc(-n2nnnc2CNC(=O)C2CC(=O)N(c3ccc(Cl)cc3)C2)cc1 (stereo not given)
  19, 2.2, 0, 1, 14, -5, -8, 4, 3
- COc1ccc2c(C)c(C)c(=O)oc2c1OC
  12, 1.6, -3, -2, 2, -16, -7, 20, 1
- Cc1cccc(NC(=O)Cn2ccn(-c3ccc4c(c3)OCCO4)c(=O)c2=O)c1
  14, -0.3, 1, -3, -1, -4, -1, 4, 13
- CCCCc1nnc(NC(=O)CN2C(=O)c3ccccc3C2=O)s1
  7, 0.7, 0, 4, -1, -8, -2, -1, -8

Following part:
Molecule	Mdm2 MdmX PPI	CHOP UPR activ	APJ agonist	UPR XBP1 act	APJ antagonist	TIM10 inh	tim23-1 inh	CXCR6 block	tim10-1 inh
O=C(c1cc(COc2ccccc2)on1)N1CCCC(CN2CCOCC2)C1 (stereo not given)	-23	5.5	-4	2	17	-10	9	-4	25
COc1ccc(-n2c(-c3cnccn3)n[nH]c2=S)cc1	12	0.1	-3	-1	-8	-11	11	2	8
CCn1c(C)c(C)c2cc(C(=O)Nc3cccc(Cl)c3)ccc21	14	4.8	12	5	-10	41*	52*	9	20
CCOC(=O)c1nn(-c2ccc(F)cc2)c(=O)c(C#N)c1C	15	-1.1	-1	-6	-17	-4	13	-4	-9
O=C(NCc1ccccc1)c1n[nH]nc1-c1ccccc1O	6	3.8	-2	3	-10	-9	1	5	1
Cn1cccc1/C=C(\C#N)C(N)=S	-10	-1.7	-8	1	34	6	3	24	-17
CCc1nnc2c(NCCc3ccc(OC)c(OC)c3)nc3ccccc3n12	38	1.6	4	3	3	25	23	-19	21
CC1=CC(C)(C)N(C(=O)CN2C(=O)c3ccccc3C2=O)c2ccc(C)cc21	10	3.2	-4	-2	21	44*	60*	0	40
O=[N+]([O-])c1ccccc1OCCOCCOc1cccc2cccnc12	-23	-0.4	-1	-1	2	14	7	-2	26
COc1cc(C#Cc2ccc3cc(CCO)oc(=O)c3c2)cc(OC)c1	-87	7.0	4	18	4	2	45	-7	-20
CN(c1ccc(S(=O)(=O)N2CCOCC2)cn1)C1CCCCC1	2	1.1	1	3	13	25	31	1	26
CN(C)c1cccc2c1c(NC(=O)c1ccc(Cl)cc1)nn2C	4	2.7	2	2	11	-8	27	-13	7

Going on with the list.
Molecule	Mdm2 MdmX PPI	CHOP UPR activ	APJ agonist	UPR XBP1 act	APJ antagonist	TIM10 inh	tim23-1 inh	CXCR6 block	tim10-1 inh
COc1ccc(C(=O)NCc2ccc(N3CCN(C(=O)OC(C)(C)C)CC3)cc2)cc1	12	1.2	-1	-1	-13	2	19	4	16
Cc1c(N2C(=O)/C(=C/C3CC=CCC3)SC2=S)c(=O)n(-c2ccccc2)n1C (stereo not given)	-16	0.5	0	-5	0	40	51*	4	48*
NNC(=O)C(=O)Nc1ccc(O)cc1	16	1.0	-2	-1	-1	3	9	-8	8
O=[N+]([O-])c1ccc(S(=O)(=O)NCC(c2cccnc2)N2CCOCC2)cc1 (stereo not given)	12	-2.9	4	-2	5	2	1	-13	16
NC(=O)c1nsc(C(=O)N(Cc2ccco2)C(C(=O)NC2CCCC2)c2ccc(O)cc2)c1N (stereo not given)	-11	1.4	2	3	1	0	-10	2	-3
CNS(=O)(=O)c1ccc(NC(=O)C2CC(=O)N(c3ccc(Cl)cc3)C2)cc1 (stereo not given)	10	-1.5	-2	-2	11	-1	11	3	4
Cn1c(=O)n(C)c2cc(N3CCCCC3)c(NC(=O)c3cccc(Cl)c3)cc21	48	-0.2	-1	8	28	3	32	10	42*
CN(C(=O)c1ccc(NC(=O)Cc2cccc(NC(=O)C3CCCN(C(=O)C4CCCC4)C3)c2)cc1)C1CCCC1 (stereo not given)	-5	1.4	-2	-3	6	0	21	-2	8
CCN(CC)CCNS(=O)(=O)c1ccc(OC)c(Br)c1	10	0.1	-4	-1	-10	4	-3	-1	5
N/C(=N\OC(=O)CCCN1C(=O)c2ccccc2C1=O)c1ccc(Cl)cc1	-7	-1.3	-3	-2	-18	27	19	-8	21
COc1ccc(Cl)cc1C(=O)NNC(=O)c1cccc([N+](=O)[O-])c1	7	0.2	-4	-2	9	-25	-8	11	-18
COc1ccc(OC)c(N(CC(=O)N2CCCC2)S(=O)(=O)c2ccc(C)cc2)c1	14	1.1	-4	4	19	3	3	8	4

(next part)
Molecule	Mdm2 MdmX PPI	CHOP UPR activ	APJ agonist	UPR XBP1 act	APJ antagonist	TIM10 inh	tim23-1 inh	CXCR6 block	tim10-1 inh
Cc1cc(C(=O)N/N=C2\CC(=O)CC(C)(C)C2)c2ccccc2n1	8	0.3	-2	-1	7	5	1	-11	12
CC(C)(C)C(=O)NC(=S)NNC(=O)c1ccc(-c2ccccc2)cc1	57*	69*	-9	72*	66*	-31	49	84*	8
CC(=O)c1c(C)[nH]c(C(=O)N2CCCC(C)C2)c1C (stereo not given)	17	1.6	-2	1	9	0	2	-5	11
CCc1cccc(CC)c1NC(=O)CSc1nc2ccc(N3C(=O)C4C(C3=O)[C@H]3C=C[C@@H]4C3)cc2s1 (stereo not given in full)	7	1.5	-1	-1	-4	5	9	3	20
CCC1/C(=N\O)CC(c2ccco2)NC1c1ccco1 (stereo not given)	10	-2.4	-9	-2	-16	3	6	2	-3
NS(=O)(=O)c1ccc(CCNC(=O)COC(=O)CN2C(=O)C3CCCCC3C2=O)cc1 (stereo not given)	-4	0.5	-2	-2	-6	-19	6	-2	5
COc1ccc(C2(O)CCN(Cc3nnnn3Cc3ccc(C)cc3)CC2)cc1	-23	-2.5	0	-3	-10	-5	12	7	25
Cc1ccc[n+](CC(=O)Nc2ccc([N+](=O)[O-])cc2)c1	-15	2.5	0	1	10	-28	-19	5	-69
Cn1c(=O)cc(OCC(=O)N2CCN(c3ccccc3F)CC2)c2ccccc21	18	2.1	1	5	-11	-9	-10	2	10
Brc1ccc(CSc2nnc(-c3ccco3)o2)cc1	-9	18	2	0	5	-2	20	-2	24
O=C(O)CCCN1C(=O)c2cccc3cccc(c23)C1=O	7	0.9	-4	-5	14	6	6	-2	-11
CC(NC(=O)c1ccccc1Br)c1nnc(SCc2ccc([N+](=O)[O-])cc2)n1C (stereo not given)	-8	0.9	0	0	-18	10	11	3	1

Single records, as listed above.
Cc1cc(C(=O)N/N=C2\CC(=O)CC(C)(C)C2)c2ccccc2n1 across the screens: Mdm2 MdmX PPI = 8; CHOP UPR activ = 0.3; APJ agonist = -2; UPR XBP1 act = -1; APJ antagonist = 7; TIM10 inh = 5; tim23-1 inh = 1; CXCR6 block = -11; tim10-1 inh = 12
CC(C)(C)C(=O)NC(=S)NNC(=O)c1ccc(-c2ccccc2)cc1 across the screens: Mdm2 MdmX PPI = 57*; CHOP UPR activ = 69*; APJ agonist = -9; UPR XBP1 act = 72*; APJ antagonist = 66*; TIM10 inh = -31; tim23-1 inh = 49; CXCR6 block = 84*; tim10-1 inh = 8
CC(=O)c1c(C)[nH]c(C(=O)N2CCCC(C)C2)c1C (stereo not given) across the screens: Mdm2 MdmX PPI = 17; CHOP UPR activ = 1.6; APJ agonist = -2; UPR XBP1 act = 1; APJ antagonist = 9; TIM10 inh = 0; tim23-1 inh = 2; CXCR6 block = -5; tim10-1 inh = 11

(continued)
Molecule	Mdm2 MdmX PPI	CHOP UPR activ	APJ agonist	UPR XBP1 act	APJ antagonist	TIM10 inh	tim23-1 inh	CXCR6 block	tim10-1 inh
CSc1ccc(S(=O)(=O)N2CCC(C(=O)NCCCn3ccnc3)CC2)cc1	19	-0.3	-2	-8	9	0	-15	-6	-24
C=CCn1c(SCCC(=O)O)nnc1-c1cccs1	20	-1.9	-6	-1	7	9	13	1	7
Cc1nn2c(-c3ccncc3)ccnc2c1Br	6	-2.7	1	3	0	8	24	2	13
Cc1ccc(NC(=O)N2CCC(c3ccccc3)C2)cc1C (stereo not given)	-162	4.6	0	3	-4	-25	20	6	-16
CCC1(C)Cc2c(sc3nc(NN)n(C)c(=O)c23)CO1 (stereo not given)	24	-2.0	-7	-5	16	16	9	14	14
COCCN(Cc1ccccc1)C(=O)C1CCN(S(=O)(=O)c2ccc(OC)c(OC)c2)CC1	17	2.0	0	-3	8	19	11	-16	-1
Cc1cc(S(=O)(=O)NCc2ccccn2)c(Cl)cc1Cl	-4	2.2	-3	-2	-5	-11	16	4	9
Cc1ccc(O)c(-c2cc(-c3ccccc3[N+](=O)[O-])[nH]n2)c1	-24	3.9	0	0	-22	42*	47	-2	28
O=C(NCc1ccccc1Cl)c1ccc(S(=O)(=O)Nc2cccc(C(F)(F)F)c2)cc1	11	0.0	-3	-5	10	-20	7	2	3
